STAT1 activator – STAT1 signaling activation. NIH 3T3 STAT1-luciferase reporter, IFN-gamma, luminescence; 100% = IFN-gamma alone, no compound. activation (% of control), % at 5.5 µM. actives 2.6% (n = 200,000);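 active = activation above the screen-wide mean activation plus 3 SD, cut at about 130% in these data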;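 note: raw ratio to IFN-gamma control signal so 100% means no change and 0% no light; values of inactives mirror those of a sister screen read the other way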
NF-kB expr up – compounds increasing NF-kB expression in human neuronal cells; NF-kB reporter expression; hits give high values; AID 1239; actives 1.6% (n = 190,000); fold change at 12.5 µM; in the data active = fold change above about 3.3
FLuc inh counter – counter-screen for luciferase assay inhibitors: firefly luciferase inhibition; P08659; ATPLite firefly luciferase biochemical luminescence, 10 min; inhibition, % at 10 µM; actives 1.5% (n = 200,000); AID 1006;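 active = inhibition above about 50% when tested at 10 µM, limit read from the data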
APP 5'UTR act – APP 5'UTR luciferase reporter activation | SH-SY5Y APP 5'UTR luciferase reporter, luminescence; zero percent = DMSO vehicle wells | activation, % at 2 µM | actives 1% (n = 190,000) | AID 1276;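 active = activation above a set limit, based on mean plus 3 SD of controls, cut at about 140% in these data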; note: values of inactives mirror those of a sister screen read the other way
STAT3 blocker – inhibitors of IL-6 induced STAT3 signaling. U3A cells, IL-6 STAT3-luciferase reporter, luminescence; host cell line lacks STAT1. inhibition, % at 5.5 µM. actives 0.89% (n = 190,000);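 active = inhibition above the mean inhibition across all screened compounds plus 3 SD, cut at about 44% in these data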;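 note: 0% = DMSO only wells and 100% = 100 µM nifuroxazide control wells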
ROMK primary – modulates human ROMK potassium channel activity; Tet-inducible ROMK, thallium flux fluorescence; actives lie on both sides; actives 2% (n = 130,000); B-score at 10 µM; P48048;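 active = signal ratio slope over the read window, or its plate-corrected B-score, at least 3 SD from the plate mean, either direction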;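 note: B-score of the F/F0 ratio slope over 7 to 12 s after thallium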
Target sequence (P48048 whole entry, looked up): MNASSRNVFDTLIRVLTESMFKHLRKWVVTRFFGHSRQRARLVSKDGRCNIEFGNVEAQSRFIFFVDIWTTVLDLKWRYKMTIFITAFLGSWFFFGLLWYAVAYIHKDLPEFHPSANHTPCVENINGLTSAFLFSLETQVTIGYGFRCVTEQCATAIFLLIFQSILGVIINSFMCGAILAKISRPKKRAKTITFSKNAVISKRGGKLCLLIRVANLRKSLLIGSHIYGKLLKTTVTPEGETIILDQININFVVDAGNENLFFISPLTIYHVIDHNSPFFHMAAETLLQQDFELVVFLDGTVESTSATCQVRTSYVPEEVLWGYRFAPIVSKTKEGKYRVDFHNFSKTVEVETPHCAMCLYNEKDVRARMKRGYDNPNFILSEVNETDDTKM
APP 5UTR inh – APP translation inhibition; SH-SY5Y APP 5'UTR-luciferase reporter, luminescence; inhibition, % at 2 µM; actives 0.82% (n = 190,000); AID 1285;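 active = inhibition above a set limit, derived from the sample mean plus 3 SD, cut at about 45% in these data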; note: values of inactives mirror those of a sister screen read the other way
FLuc act counter – firefly luciferase counter-screen for stimulation assays | P08659 | ATPlite luciferase biochemical, luminescence, 10 min; 0 = ATP-free wells, 1 = DMSO control | activation factor at 10 µM | 200,000 tested, under 10 active | AID 1027;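 active = luciferase activation factor, scaled between plate controls, of at least 2 with compound at 10 µM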
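System: Luciferase/luciferin detection reagent, cell-free biochemical luciferase assay | Medium: PBS buffer for ATP | Dosing: Test compounds dosed from 2 mM stocks in 100% DMSO | Timing: 10 min at ambient temperature | Signal: Luminescence measurement of luciferase light output | Evaluation: Luciferase activation, seen as luminescence increase over controls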
STAT3 act – activators of IL-6 induced STAT3 signaling; U3A cells, IL-6 STAT3-luciferase reporter, luminescence; 100% = signal with IL-6 EC80 alone; activation (% of control), % at 5.6 µM; actives 0.91% (n = 190,000); AID 871;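 active = activation above the screen-wide mean of compound activation plus 3 SD, cut at about 130% in these data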;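 note: 0% = background luminescence of wells with medium and substrate only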
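System – human U3A cells carrying STAT3-luciferase construct · Probe or stimulus – Interleukin-6, 33 ng/mL · Schedule – compound 1 h, then IL-6 6 h at 37 °C · Signal – luminescence from STAT3-driven luciferase reporter · Evaluation – percent of IL-6-only median luminescence · Benchmarks – IL-6-only high control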
STAT1 inh – inhibitors of IFN-gamma induced STAT1 signaling | NIH 3T3 STAT1-luciferase reporter, luminescence | inhibition, % at 5.5 µM | actives 0.35% (n = 200,000) | AID 920;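 active = inhibition above a set limit, the mean inhibition across all tested compounds plus 3 SD, cut at about 34% in these data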;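 note: 0% = IFN-gamma with DMSO and 100% = IFN-gamma with 300 µM nifuroxazide; values of inactives mirror those of a sister screen read the other way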
An asterisk follows results filed as active; x = no result given. Compounds as they come; any-hit rate near 7.1%.

Assay codes – A = STAT1 activator; B = NF-kB expr up; C = FLuc inh counter; D = APP 5'UTR act; E = STAT3 blocker; F = ROMK primary; G = APP 5UTR inh; H = FLuc act counter; I = STAT3 act; J = STAT1 inh
(1) CSc1cccc(NC(=S)N(CCC(C)C)C2CCN(C(C)=O)CC2)c1
  A = 89 | B = 1.3 | C = -8 | D = 15 | E = 10 | F = x | G = -15 | H = 1.1 | I = 94 | J = 11

(2) COCCCNC(=O)c1cc(C)nc2ccc(F)cc12
  A = 95 | B = 1 | C = 5 | D = 15 | E = -1 | F = x | G = -15 | H = 1 | I = 101 | J = 6

(3) C#CCNC(=O)C1=C[C@@H](c2csc3ccccc23)[C@H](CCCO)[C@@H](OCC)O1
  A = 100 | B = 0.92 | C = -4 | D = -3 | E = x | F = x | G = 3 | H = 1 | I = x | J = 2

(4) CCCCOc1ccccc1NC(=O)CSc1nnnn1C(C)(C)C
  A = 97 | B = 0.87 | C = -5 | D = -3 | E = -2 | F = -0.29 | G = 3 | H = 1.1 | I = 104 | J = 3

(5) COCC(C)NC(=O)COc1ccc(Cl)cc1Cl (configuration not stated)
  A = 104 | B = 1.1 | C = -3 | D = -6 | E = 19 | F = x | G = 6 | H = 1 | I = 88 | J = -4

(6) Cc1ccn2c(NC3CCCCC3)c(C(C)C)nc2c1
  A = 104 | B = 0.85 | C = -1 | D = 23 | E = 5 | F = x | G = -23 | H = 1 | I = 99 | J = -1

(7) Cc1cnc(C(=O)Nc2ccccc2-c2nnn(CC(=O)NC3CCCC3)n2)cn1
  A = 101 | B = 1.1 | C = -4 | D = -4 | E = 5 | F = 0.29 | G = 4 | H = 1 | I = 103 | J = -1

(8) O=C1NC(c2ccccc2)=N/C1=C/c1ccco1
  A = 101 | B = 2.2 | C = 73* | D = 109 | E = -2 | F = x | G = -109 | H = 0.3 | I = 104 | J = -1

(9) c1ccc(Sc2nc(N3CCCCC3)nc(N3CCCCC3)n2)nc1
  A = 100 | B = 1.6 | C = -4 | D = -11 | E = 4 | F = -0.41 | G = 11 | H = 1 | I = 97 | J = -2

(10) COc1ccc(O)c(C(=O)CC(=O)c2ccccc2C)c1
  A = 145* | B = 2.3 | C = 0 | D = 77 | E = 19 | F = -0.33 | G = -77 | H = 1 | I = 88 | J = -50

Arranged by molar mass (rising): 4 of the compounds above.
Assay codes – A = STAT1 activator; B = NF-kB expr up; C = FLuc inh counter; D = APP 5'UTR act; E = STAT3 blocker; F = ROMK primary; G = APP 5UTR inh; H = FLuc act counter; I = STAT3 act; J = STAT1 inh
(6) Cc1ccn2c(NC3CCCCC3)c(C(C)C)nc2c1
  A = 104 | B = 0.85 | C = -1 | D = 23 | E = 5 | F = x | G = -23 | H = 1 | I = 99 | J = -1

(2) COCCCNC(=O)c1cc(C)nc2ccc(F)cc12
  A = 95 | B = 1 | C = 5 | D = 15 | E = -1 | F = x | G = -15 | H = 1 | I = 101 | J = 6

(5) COCC(C)NC(=O)COc1ccc(Cl)cc1Cl (configuration not stated)
  A = 104 | B = 1.1 | C = -3 | D = -6 | E = 19 | F = x | G = 6 | H = 1 | I = 88 | J = -4

(1) CSc1cccc(NC(=S)N(CCC(C)C)C2CCN(C(C)=O)CC2)c1
  A = 89 | B = 1.3 | C = -8 | D = 15 | E = 10 | F = x | G = -15 | H = 1.1 | I = 94 | J = 11

More entries:
Assay codes – A = STAT1 activator; B = NF-kB expr up; C = FLuc inh counter; D = APP 5'UTR act; E = STAT3 blocker; F = ROMK primary; G = APP 5UTR inh; H = FLuc act counter; I = STAT3 act; J = STAT1 inh
(11) COc1ccc(/C=C/C(=O)N2CCC(c3ccccc3)C2)cc1 (configuration not stated)
  A = 101 | B = 1.3 | C = 21 | D = 25 | E = 4 | F = -0.51 | G = -25 | H = 0.8 | I = 95 | J = -1

(12) Clc1cccc(/C=N/Nc2nc(Cl)nc3ccccc23)c1
  A = 145* | B = 2.5 | C = 22 | D = x | E = -8 | F = x | G = x | H = 0.8 | I = 112 | J = -49

(13) CCCNC(=S)N1CCCC(c2nc3ccccc3[nH]2)C1 (configuration not stated)
  A = 95 | B = 1.8 | C = -9 | D = -11 | E = 5 | F = -0.21 | G = 11 | H = 1.1 | I = 97 | J = 6

(14) CN(C)S(=O)(=O)c1ccc(NC(=S)NC(=O)c2ccc(Br)o2)cc1
  A = 94 | B = 1.3 | C = -2 | D = 5 | E = 14 | F = 2.4* | G = -5 | H = 1 | I = 91 | J = 6

(15) O=c1[nH]c2ccccc2nc1C(Cl)c1ccccc1 (configuration not stated)
  A = 98 | B = 1.3 | C = -7 | D = 8 | E = 10 | F = 1.3 | G = -8 | H = 1.1 | I = 96 | J = 2

(16) O=C(CCn1[nH]c(=O)c2ccccc2c1=O)NCCO
  A = 93 | B = 1 | C = -8 | D = 18 | E = 9 | F = x | G = -18 | H = 1.1 | I = 96 | J = 8

(17) CN(C)CCN1C(=O)C(=O)/C(=C(/O)c2ccc(F)cc2)C1c1ccccc1F (configuration not stated)
  A = 103 | B = 1.1 | C = 0 | D = -10 | E = 11 | F = x | G = 10 | H = 1 | I = 96 | J = -2

(18) CCOC(=O)c1ccccc1NC(=O)CN(c1ccc(OCC)cc1)S(C)(=O)=O
  A = 94 | B = 1.4 | C = -6 | D = -52 | E = 6 | F = x | G = 52* | H = 1.1 | I = 98 | J = 5

(19) O=C(CN1C(=O)c2ccccc2C1=O)Nc1ccc(Cl)cn1
  A = 106 | B = 0.96 | C = -6 | D = 10 | E = 8 | F = 0.014 | G = -10 | H = 1.1 | I = 95 | J = -7

(20) COC(=O)c1ccc2c(=O)n(-c3ccccc3F)c(=S)[nH]c2c1
  A = 90 | B = 1.2 | C = 0 | D = -15 | E = 15 | F = -0.41 | G = 15 | H = 1 | I = 94 | J = 11

(21) COc1cccc(Oc2ccc(N)cc2)c1
  A = 110 | B = 1.3 | C = 0 | D = 3 | E = -5 | F = x | G = -3 | H = 1 | I = 109 | J = -11

(22) CCOC(=O)C1CCN(C(=O)CN(Cc2ccccc2)S(C)(=O)=O)CC1
  A = 95 | B = 0.91 | C = -5 | D = -3 | E = -1 | F = x | G = 3 | H = 1.1 | I = 103 | J = 3

(23) COCCn1c(-c2ccc(OC)cc2)cnc1SCC(=O)Nc1cc(C)on1
  A = 95 | B = 0.81 | C = -7 | D = -11 | E = 7 | F = -0.82 | G = 11 | H = 1.1 | I = 96 | J = 6

(24) COc1ccc(C(C(=O)OCCN(C)C)c2ccccc2)cc1 (configuration not stated)
  A = 102 | B = 1.3 | C = -8 | D = 2 | E = 10 | F = x | G = -2 | H = 1.1 | I = 96 | J = -2

Two records picked at random from the list so far:
Assay codes – A = STAT1 activator; B = NF-kB expr up; C = FLuc inh counter; D = APP 5'UTR act; E = STAT3 blocker; F = ROMK primary; G = APP 5UTR inh; H = FLuc act counter; I = STAT3 act; J = STAT1 inh
(21) COc1cccc(Oc2ccc(N)cc2)c1
  A = 110 | B = 1.3 | C = 0 | D = 3 | E = -5 | F = x | G = -3 | H = 1 | I = 109 | J = -11

(23) COCCn1c(-c2ccc(OC)cc2)cnc1SCC(=O)Nc1cc(C)on1
  A = 95 | B = 0.81 | C = -7 | D = -11 | E = 7 | F = -0.82 | G = 11 | H = 1.1 | I = 96 | J = 6

From PubChem
